Hep lipid drop = inhibitors of hepatocyte lipid droplet formation, primary screen, imaging, high-throughput imaging, BODIPY stain. AID 1656, 2009. AML12 mouse hepatocytes, oleate lipid droplets. inhibition, % at 6.5 µM. actives 0.4% (n = 240,000);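 active means lipid droplet intensity inhibited by at least 50%, with more than 500 cells counted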
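Assay system: AML12 hepatocytes (mouse); Probe or stimulus: oleic acid at 100 µM to induce lipid droplet formation; Dosing: compound at 6.5 µM only; Schedule: compound with oleate, overnight; Detection: fluorescence imaging, 20x objective, two fields per well; Measure: % inhibition of lipid droplet signal.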
P. falciparum M1AAP = P. falciparum M1AAP inhibitors, biochemical, fluorogenic H-Leu-NHMec substrate, 1536-well (AID 1445) | Aminopeptidase N (Plasmodium falciparum (isolate 3D7)) | inhibition, % at 30 µM; hits with a dose series show IC50 in µM | actives 0.42% (n = 220,000) | recombinant M1AAP, H-Leu-NHMec fluorogenic kinetic assay; higher % means a stronger effect;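 active means primary inhibition above the hit cutoff, then over 50% inhibition at one or more dose response concentrations, cut at about 23% in these data, passing the limit was not always enough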;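 further: plate controls were DMSO full reaction for no effect and no enzyme background for full effect; strong numbers were not always called active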
Autophagy mod = autophagy modulators in MEF cells, primary screen, imaging, high-content, MEF GFP-LC3 | MEF GFP-LC3 puncta imaging; test concentration mostly 10 µM | calls only at 10 µM (by protocol) | actives 0.98% (n = 190,000) | AID 463193, 2010;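 active means percentage of spot-positive cells more than 3 SD above its plate mean, without a fluorescence outlier flag or 80% toxicity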;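 further: spot-positive cell cutoff set from DMSO-treated cells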
MT stabilizer = microtubule stabilizers in HeLa cells, primary screen, imaging, high-content imaging. actives 0.83% (n = 200,000). % tubulin-high responders, % at 10 µM. HeLa tubulin immunostaining HCS, 24 h; share of cells brighter than vehicle mean+2SD;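 active means plate Z-score above 3 for both tubulin-high and condensed-nucleus cell shares, with cell loss under 80%, at 10 µM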;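 further: anti alpha tubulin signal scored within the nucleus-defined area of each cell; some results filed as inactive read as strong as hits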
P. falciparum M17LAP = P. falciparum M17LAP inhibitors, primary screen, biochemical, fluorogenic H-Leu-NHMec substrate, 1536-well (AID 1619); Leucine aminopeptidase (Plasmodium falciparum (isolate 3D7)); recombinant M17LAP, H-Leu-NHMec fluorogenic kinetic assay; higher % means a stronger effect; one-dose inhibition, % at 30 µM; IC50 in µM for titrated hits; actives 0.38% (n = 220,000);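 active means compound inhibiting the enzyme by more than half at any dose during confirmatory dose-response retesting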;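 further: plate controls were full reaction with DMSO carrier for no effect and no enzyme background for full effect; strong numbers were not always called active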
Insulin prom up = insulin promoter activators in MIN6 cells, imaging, high-content screening, mouse beta cells. MIN6 insulin promoter-GFP reporter; stronger effect = higher value. z-score at 5 µM. AID 1625, 2009. actives 0.3% (n = 190,000);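 active means z-score above 3 at 5 µM with at least 500 cells counted in the well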
Dynein transport = inhibitors of GR-EGFP nuclear translocation, primary screen, dynein cargo transport inhibitor project, imaging, high-content, 3617.4 mouse cells. z-score, hits read low. test concentration mostly 20 µM; stimulated with dexamethasone, 1 µM; stronger effect = lower value. actives 0.47% (n = 220,000). AID 1381, 2008;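 active means plate z-score of nuclear minus cytoplasmic receptor signal below a set negative limit, without overly bright fluorescence or cell loss, cut at about -3.5 in these data, passing the limit was not always enough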;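 further: z-score of nuclear minus cytoplasmic ring GR-EGFP intensity difference per well; some compounds called inactive have numbers as strong as hits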
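Medium: Induction medium lacking tetracycline, stripped serum | Probe or stimulus: 1.0 µM final dexamethasone stimulus | Schedule: 48 h induction, then 1 h compound, then 30 min agonist, 37 °C | Signal: Automated 10x imaging of fixed Hoechst-stained cells | Evaluation: Per-cell GR-EGFP intensity, nucleus versus surrounding cytoplasmic ring, well-averaged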
Yfh1-depleted yeast = enhancers of respiration in Yfh1-depleted yeast, dose response, Friedreich's ataxia, plus single-dose screen (AID 1465); fold induction at 50 µM, or EC50 in µM where a hit was titrated; S. cerevisiae Yfh1-off respiration, WST-1 reduction, 72 h; higher fold induction means a stronger effect; actives 0.074% (n = 220,000);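 active means fold induction of absorbance versus untreated yeast above a set limit, then at least 30% activation at any dose in follow-up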;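 further: activators that raise dye reduction in frataxin-depleted yeast; strong numbers were not always called active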
CSM14.1 death rescue = rescue of cells from ER stress-induced death, primary screen, 384-well, CSM14.1, thapsigargin, ATP luminescence (AID 1222). cellular ATP content (survival), % at 20 µM; hits with a dose series show EC50 in µM. 190,000 tested, under 10 active. CSM14.1 thapsigargin-induced death rescue, ATP luminescence; higher % means a stronger effect;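 active means EC50 below 50 µM in the dose-response confirmation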;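 further: death triggered by thapsigargin at about 15 µM added after 2 h compound pretreatment; cell ATP read after overnight thapsigargin exposure of roughly 18 to 22 hours; normalized against plate controls of thapsigargin alone and 5% DMSO vehicle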
Dynein transport cytoplasmic EGFP = also measured in Dynein transport; calls as there; z-score; measured here: cytoplasmic GR-EGFP intensity; stronger effect = higher value
Dynein transport nuclear GR-EGFP = also measured in Dynein transport; calls as there; z-score; measured here: nuclear GR-EGFP intensity;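 lower value marks the stronger effect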
Dynein transport cell count = recorded beside Dynein transport, whose call it bears; z-score; measured here: cell count per field
Insulin prom up cell count = also measured in Insulin prom up; calls as there; cell count; measured here: cytotoxicity, nuclei count;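 total cells summed across four imaged fields per well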
Hep lipid drop cells 6.5 µM = recorded beside Hep lipid drop, whose call it bears; cell count; measured here: cell count, cytotoxicity flag;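 cells counted across two imaged fields per well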
MT stabilizer Hoechst-high % = second read-out of MT stabilizer, no call of its own (marks repeat the call); % Hoechst-high responders; measured here: nuclear condensation Hoechst responders;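 share of cells brighter than vehicle mean plus two SD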
MT stabilizer cytotoxicity % = also measured in MT stabilizer; calls as there; toxicity, %; measured here: cytotoxicity by cell density;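 0% = mean cell density of plate MIN control wells and 100% = no cells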
Autophagy mod cell loss 18 h = also measured in Autophagy mod; calls as there; toxicity, %; measured here: cell loss, nuclei count;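 cell loss after 18 h compound exposure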
* hit, by the source's call; i = inactive; x = not tested or not shown; + = active, no number.

SMILES	Hep lipid drop	Hep lipid drop cells 6.5 µM	P. falciparum M1AAP	Autophagy mod	Autophagy mod cell loss 18 h	MT stabilizer	MT stabilizer Hoechst-high %	MT stabilizer cytotoxicity %	P. falciparum M17LAP	Insulin prom up	Insulin prom up cell count	Dynein transport	Dynein transport cytoplasmic EGFP	Dynein transport nuclear GR-EGFP	Dynein transport cell count	Yfh1-depleted yeast	CSM14.1 death rescue
O=C(O)C1CCN(C(=O)c2ccc(Cl)cc2)CC1	1	785	3%	i	-3	2.4	1.4	4.1	-10%	0.71	924	0.44	-0.15	0.11	0.3	i	-2.1%
CCCCNC(=O)c1ccccc1NC(=O)CCC	-5	695	3%	i	12	1.5	0.9	1.4	-7%	x	x	1.3	-0.036	0.38	-1.9	i	-0.9%
O=C1c2ccccc2NC(c2cn[nH]c2-c2ccc(Cl)cc2)N1O (centres undefined)	-7	657	6%	i	4	5.3	2.5	4.8	12%	-0.35	1130	0.38	-0.26	0.29	-0.56	i	-1.0%
CON(C)c1nc(Oc2ccc(=O)[nH]n2)nc(N(C)C)n1	-9	763	-5%	i	-7	3.4	2.1	4.8	-10%	0.77	1214	0.7	-0.2	0.35	-0.24	i	-1.1%
CCn1c(COc2ccc(OC)cc2)nnc1SCC(=O)Nc1cc(OC)ccc1OC	-12	600	1%	i	2	1.7	1.5	3.1	7%	-0.58	1625	0.76	-0.24	0.64	0.74	i	-0.2%
Cc1cc(NC(=O)CSc2nnnn2Cc2ccccc2)no1	0	716	4%	i	-8	2.2	2.2	7.8	5%	x	x	0.026	-0.16	0.081	-0.066	x	-0.6%
CN(C)C(=O)c1cc(-c2ccccc2)no1	-14	725	6%	i	18	2.6	1.3	1.2	2%	-0.26	1527	0.045	-0.17	0.22	-0.13	i	-1.5%
CCOC(=O)N1CCN(C(=O)CN(c2cccc(C)c2)S(=O)(=O)c2ccc(C)cc2)CC1	-23	733	-7%	i	-14	3.4	2.8	12	3%	0.01	1169	-0.63	-0.21	-0.13	1.6	i	-0.2%
CN(C)C(=O)c1ccc(-n2nc(C(F)(F)F)c3c2CCCC3)cc1	x	x	-5%	i	1	2.9	2.0	2.3	-5%	0.02	1459	0.56	-0.23	-0.018	-0.44	i	-0.8%
CCc1cc(C(=O)NNC(=O)CCl)sc1C	4	623	-2%	i	6	4.8	3.3	2.3	13%	1.1	1139	1.1	-0.31	0.42	-0.71	i	x
Cc1cccc(NCc2nc(SCC(N)=O)n[nH]2)c1	x	x	6%	i	5	2.5	1.6	4.2	5%	0.38	920	1.5	-0.19	0.82	-0.82	i	0.7%
Cn1c(-c2sccc2OCc2ccc(Cl)cc2Cl)n[nH]c1=S	x	x	-2%	i	16	4.3	3.8	2.9	-2%	-0.47	1246	-0.65	-0.35	-0.044	1.1	i	-0.4%
COc1cc2c(=O)n(Cc3ccccc3)c(=O)n(CC(=O)NCCc3ccccc3)c2cc1OC	-4	711	10%	i	-2	2.2	2.4	4.3	5%	x	x	-0.68	-0.28	-0.34	0.051	i	-0.5%
Cc1ccc(CCNC(=O)C2CCCN(C(=O)N(C)C)C2)cc1 (centres undefined)	x	x	14%	i	-14	1.8	0.9	5.9	9%	-0.37	946	-0.35	0.38	0.076	0.51	i	-1.6%
CCN(c1ccccc1)S(=O)(=O)c1ccc(OC)c(NC(=O)C2CC(=O)N(Cc3ccccc3)C2)c1 (centres undefined)	-39	691	x	x	x	x	x	x	x	0.35	1000	0.17	-0.84	-0.11	-0.39	i	x
COc1cc(OC)cc(C(=O)N[C@H](C(=O)OCC(=O)Nc2ccc(C)cc2C)C(C)C)c1	15	644	-4%	i	11	2.7	1.3	1.4	2%	0.28	1217	0.52	-0.27	0.12	-0.65	i	-8.0%
Cc1cc(C)c2nc(C)cc(Nc3ccc(C(=O)N4CCOCC4)cc3)c2c1	-1	714	9%	x	x	x	x	x	4%	-0.06	994	1.2	-0.042	1.2	-2.2	i	x
COc1ccc(/C=C2\Sc3ccc(C(=O)N4CCc5ccccc5C4)cc3N(C)C2=O)cc1	-2	621	4%	i	2	4.6	2.0	8.1	5%	-0.07	1588	0.46	-0.18	0.8	-1.3	i	3.4%
CC(=O)Nc1ccc(CN2CCN(Cc3ccc(F)c(F)c3)C(CCO)C2)cc1 (centres undefined)	2	670	-3%	i	-21	3.9	1.8	5.1	-1%	0.35	1527	-1.1	0.59	-0.3	0.95	i	-0.5%
COC(=O)CNC(=O)c1sc2ncn(CC(=O)Nc3ccc(C)c(Cl)c3)c(=O)c2c1C	-4	734	1%	i	11	2.2	1.9	5.8	26%	-0.03	1271	-0.86	-0.3	-0.37	0.47	i	-0.3%
COCc1c(C(=O)N/N=C/C2CC=CCC2)nnn1-c1nonc1N (centres undefined)	8	707	11%	i	-5	4.8	2.4	7.2	6%	0.38	1473	-0.63	-0.26	-0.44	0.072	i	3.3%
Clc1ccc2c(c1)C(N1CCNCC1)=Nc1ccccc1O2	1	722	3%	i	-25	3.1	2.2	2.4	12%	x	x	0.067	-0.28	0.22	0.36	i	2.9%
CCOC(=O)/C=C1/N(C)c2ccccc2C1(C)C	1	645	9%	x	x	x	x	x	6%	-0.93	1136	-1.1	-0.75	-0.84	0.59	i	x
CCOc1cc(N2CCOCC2)c(OCC)cc1NC(=O)CSc1ncn[nH]1	12	686	0%	i	-3	4.0	2.9	16	9%	0.14	1182	-1.3	-0.35	-0.58	2.5	i	-15%
Cc1cc(Br)ccc1SCC(=O)OCC(=O)NC1CCCC1	-6	738	6%	i	-1	4.2	1.3	0.5	0%	-0.24	1306	1.2	-0.17	0.54	-0.16	i	-1.4%
Cn1c(=O)[nH]c(=O)c2c1nc(SCCN1CCOCC1)n2CCCc1ccccc1	x	x	13%	i	-12	2.6	2.3	9.3	-8%	0.06	998	-0.35	-0.25	-0.19	0.14	i	-0.4%
Cc1cc(Cl)ccc1NC(=O)CSc1nnc(-c2ccncc2)n1Cc1ccco1	x	x	8%	i	12	4.1	2.8	12	22%	-0.01	927	0.19	-0.25	-0.34	0.29	i	1.5%
C=CCn1cc(/C=C2\SC(N3CCOCC3)=NC2=O)c2ccccc21	6	718	9%	x	x	x	x	x	11%	-0.74	1032	-0.41	-0.8	-0.54	0.44	i	x
Fc1ccc(F)c(C2=NNC(=NCC3CCCO3)SC2)c1 (centres undefined)	-4	697	3%	i	16	4.1	2.9	23	-2%	0.95	1266	-0.011	-0.29	0.27	1.1	i	-1.0%
COc1ccccc1N(CC(=O)N/N=C/c1ccccc1C(=O)O)S(C)(=O)=O	-6	707	0%	x	x	x	x	x	-4%	0.27	1284	-0.41	-0.25	-0.24	1.1	i	x
COc1ccc(NC(=O)c2ccccc2NC(=O)CSc2ccc(Cl)cc2)cc1	5	635	-1%	+	-0.1*	1.0	1.7	7.2	-7%	0.84	1326	-0.56	-0.24	-0.57	0.95	i	1.7%
CCOC1=C/C(=C/c2c(N)n3nc(-c4ccccc4)sc3nc2=O)C=CC1=O	-3	708	30µM*	i	20	1.8	2.6	5.4	47%	x	x	-0.2	-0.23	-0.23	0.069	i	0.3%
CCc1ccc(NC(=O)N(CCCOC(C)C)C2CCN(C(C)=O)CC2)cc1	x	x	6%	i	2	2.6	2.8	12	5%	-0.35	1468	0.19	-0.15	-0.21	0.054	i	0.7%
Cc1ccc(C(=O)NC(=S)Nc2cccc(NC(=O)c3ccccc3Cl)c2)cc1[N+](=O)[O-]	-21	534	3%	i	9	2.0	2.0	13	6%	-0.28	1335	0.016	-0.22	0.16	0.062	i	-1.2%
COc1ccnc(NCc2ccc(Cl)cc2)c1C#N	9	706	0%	i	0	0.8	1.5	4.0	-22%	0.68	1909	-0.17	-0.21	-0.55	0.55	i	-2.1%
Cc1ccc(S(=O)(=O)N2CCC(C(=O)O)CC2)cc1	-12	685	-3%	i	-4	2.5	1.7	7.6	-11%	x	x	-0.0095	-0.36	0.079	1.2	i	-1.9%

Quoted from the listing, three compounds:
SMILES	Hep lipid drop	Hep lipid drop cells 6.5 µM	P. falciparum M1AAP	Autophagy mod	Autophagy mod cell loss 18 h	MT stabilizer	MT stabilizer Hoechst-high %	MT stabilizer cytotoxicity %	P. falciparum M17LAP	Insulin prom up	Insulin prom up cell count	Dynein transport	Dynein transport cytoplasmic EGFP	Dynein transport nuclear GR-EGFP	Dynein transport cell count	Yfh1-depleted yeast	CSM14.1 death rescue
Cc1cc(Br)ccc1SCC(=O)OCC(=O)NC1CCCC1	-6	738	6%	i	-1	4.2	1.3	0.5	0%	-0.24	1306	1.2	-0.17	0.54	-0.16	i	-1.4%
Cn1c(=O)[nH]c(=O)c2c1nc(SCCN1CCOCC1)n2CCCc1ccccc1	x	x	13%	i	-12	2.6	2.3	9.3	-8%	0.06	998	-0.35	-0.25	-0.19	0.14	i	-0.4%
Cc1cc(Cl)ccc1NC(=O)CSc1nnc(-c2ccncc2)n1Cc1ccco1	x	x	8%	i	12	4.1	2.8	12	22%	-0.01	927	0.19	-0.25	-0.34	0.29	i	1.5%

Bioassay records as filed in PubChem BioAssay.

Random draw from the library; overall some 3.5% were active at least once.
